TcdB GH inh – blocks C. difficile toxin B glycohydrolase activity. P18177. inhibition, % at 9.99 µM. TcdB glycohydrolase enzymatic assay, plate reader. hit rate 0.24% among 350,000. AID 652162; in the data active = inhibition above about 10%
Target sequence (P18177 whole entry, looked up): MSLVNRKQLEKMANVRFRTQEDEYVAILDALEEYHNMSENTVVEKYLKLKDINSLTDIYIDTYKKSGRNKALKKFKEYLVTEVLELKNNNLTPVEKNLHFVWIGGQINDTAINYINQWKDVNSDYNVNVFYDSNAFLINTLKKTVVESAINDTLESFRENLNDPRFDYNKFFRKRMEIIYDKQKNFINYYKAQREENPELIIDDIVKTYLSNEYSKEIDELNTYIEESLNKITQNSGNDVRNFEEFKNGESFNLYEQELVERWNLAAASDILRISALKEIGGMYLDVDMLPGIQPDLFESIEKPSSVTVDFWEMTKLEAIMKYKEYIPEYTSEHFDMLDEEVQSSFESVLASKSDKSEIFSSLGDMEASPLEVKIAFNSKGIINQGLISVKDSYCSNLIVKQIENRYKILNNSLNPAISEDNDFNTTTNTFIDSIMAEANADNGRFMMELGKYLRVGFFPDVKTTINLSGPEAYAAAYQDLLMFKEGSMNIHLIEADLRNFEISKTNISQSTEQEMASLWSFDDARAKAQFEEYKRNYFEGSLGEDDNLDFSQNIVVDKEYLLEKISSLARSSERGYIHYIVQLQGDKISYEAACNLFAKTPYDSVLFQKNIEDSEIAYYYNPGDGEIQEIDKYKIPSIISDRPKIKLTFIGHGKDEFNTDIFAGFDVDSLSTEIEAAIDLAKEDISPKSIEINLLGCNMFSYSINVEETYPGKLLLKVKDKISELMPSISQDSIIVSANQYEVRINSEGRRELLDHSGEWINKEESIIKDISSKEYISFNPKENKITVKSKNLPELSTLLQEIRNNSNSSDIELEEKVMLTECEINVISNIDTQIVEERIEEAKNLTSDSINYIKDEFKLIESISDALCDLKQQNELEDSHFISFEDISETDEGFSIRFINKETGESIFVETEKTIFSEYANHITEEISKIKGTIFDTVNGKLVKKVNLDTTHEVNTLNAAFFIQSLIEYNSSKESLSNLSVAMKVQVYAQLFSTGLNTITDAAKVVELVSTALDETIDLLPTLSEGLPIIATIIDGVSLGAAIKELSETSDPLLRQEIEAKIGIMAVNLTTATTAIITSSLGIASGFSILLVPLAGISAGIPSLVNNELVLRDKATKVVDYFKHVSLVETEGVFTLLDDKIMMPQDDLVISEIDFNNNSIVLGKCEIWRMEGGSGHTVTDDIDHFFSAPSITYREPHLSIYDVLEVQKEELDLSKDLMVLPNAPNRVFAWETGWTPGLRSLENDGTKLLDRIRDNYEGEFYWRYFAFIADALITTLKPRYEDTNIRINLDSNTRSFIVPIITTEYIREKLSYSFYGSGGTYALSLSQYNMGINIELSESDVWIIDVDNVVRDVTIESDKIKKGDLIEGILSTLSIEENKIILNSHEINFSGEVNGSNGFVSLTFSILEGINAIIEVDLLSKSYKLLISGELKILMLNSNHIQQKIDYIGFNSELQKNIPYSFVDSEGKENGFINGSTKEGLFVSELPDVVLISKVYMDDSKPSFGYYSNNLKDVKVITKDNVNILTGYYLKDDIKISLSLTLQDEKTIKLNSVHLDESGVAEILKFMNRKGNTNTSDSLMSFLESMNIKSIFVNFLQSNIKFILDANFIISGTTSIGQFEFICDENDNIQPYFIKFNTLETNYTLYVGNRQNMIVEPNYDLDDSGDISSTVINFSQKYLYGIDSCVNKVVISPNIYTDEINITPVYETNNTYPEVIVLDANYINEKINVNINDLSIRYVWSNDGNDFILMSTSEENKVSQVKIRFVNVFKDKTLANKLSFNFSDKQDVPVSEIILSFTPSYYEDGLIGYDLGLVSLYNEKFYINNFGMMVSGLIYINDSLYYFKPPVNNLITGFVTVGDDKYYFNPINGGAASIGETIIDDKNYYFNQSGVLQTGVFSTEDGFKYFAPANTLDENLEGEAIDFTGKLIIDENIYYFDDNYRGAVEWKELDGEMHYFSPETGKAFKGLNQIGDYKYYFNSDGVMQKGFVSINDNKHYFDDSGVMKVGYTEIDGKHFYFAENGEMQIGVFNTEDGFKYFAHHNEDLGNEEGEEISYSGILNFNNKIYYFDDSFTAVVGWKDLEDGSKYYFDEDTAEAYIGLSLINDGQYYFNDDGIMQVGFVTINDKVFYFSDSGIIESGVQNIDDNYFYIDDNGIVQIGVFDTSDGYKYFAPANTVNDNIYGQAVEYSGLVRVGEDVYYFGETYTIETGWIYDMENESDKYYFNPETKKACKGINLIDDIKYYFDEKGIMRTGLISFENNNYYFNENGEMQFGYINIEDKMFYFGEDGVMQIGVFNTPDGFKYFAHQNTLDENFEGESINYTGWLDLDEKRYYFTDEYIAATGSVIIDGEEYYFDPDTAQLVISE
Starred values were filed as active, the others as inactive; & = joins results of further samples. Only part of the results is shown; rates above refer to the full screens.

canonical_smiles	TcdB GH inh
COc1ccccc1CNC(=O)C[C@@H]1C[C@H]2c3cc(NC(=O)CN(C)C)ccc3O[C@H]2[C@H](CO)O1	-0.5
C[C@@H]1CCCCO[C@@H](CN(C)C(=O)CCC(F)(F)F)[C@@H](C)CN([C@H](C)CO)C(=O)c2cc(NC(=O)Nc3ccccc3)ccc2O1	0.6
CCC(=O)N(C)C[C@@H]1Oc2cc(-c3ccc(F)cc3)ccc2S(=O)(=O)N([C@@H](C)CO)C[C@H]1C	0.7
CN1C(=O)c2cc(NC(=O)Nc3cccc(Cl)c3)ccc2OC[C@@H]2O[C@H](CC(=O)NCCc3ccncc3)CC[C@H]21	0.2
C[C@H]1CN([C@@H](C)CO)C(=O)c2cccc(NC(=O)CCCCCC(=O)Nc3ccccc3N)c2O[C@H]1CN(C)Cc1ccncc1	-1.1
Cc1noc(C)c1NC(=O)Nc1cccc2c1O[C@@H](CN(C)CC1CC1)[C@H](C)CN([C@H](C)CO)C2=O	0.1
COCc1cn(CC[C@H]2CC[C@@H](NC(=O)Nc3ccc(OC)cc3)[C@H](CO)O2)nn1	-0.1
COCC#Cc1ccc([C@@H]2[C@@H](CO)N3CCCCN(C(=O)NC4CCCC4)C[C@@H]23)cc1	0.0

Entries listed so far that contain fluorine, in the order listed:
canonical_smiles	TcdB GH inh
C[C@@H]1CCCCO[C@@H](CN(C)C(=O)CCC(F)(F)F)[C@@H](C)CN([C@H](C)CO)C(=O)c2cc(NC(=O)Nc3ccccc3)ccc2O1	0.6
CCC(=O)N(C)C[C@@H]1Oc2cc(-c3ccc(F)cc3)ccc2S(=O)(=O)N([C@@H](C)CO)C[C@H]1C	0.7

Returning to the listing, starting six compounds before the break.
canonical_smiles	TcdB GH inh
CCC(=O)N(C)C[C@@H]1Oc2cc(-c3ccc(F)cc3)ccc2S(=O)(=O)N([C@@H](C)CO)C[C@H]1C	0.7
CN1C(=O)c2cc(NC(=O)Nc3cccc(Cl)c3)ccc2OC[C@@H]2O[C@H](CC(=O)NCCc3ccncc3)CC[C@H]21	0.2
C[C@H]1CN([C@@H](C)CO)C(=O)c2cccc(NC(=O)CCCCCC(=O)Nc3ccccc3N)c2O[C@H]1CN(C)Cc1ccncc1	-1.1
Cc1noc(C)c1NC(=O)Nc1cccc2c1O[C@@H](CN(C)CC1CC1)[C@H](C)CN([C@H](C)CO)C2=O	0.1
COCc1cn(CC[C@H]2CC[C@@H](NC(=O)Nc3ccc(OC)cc3)[C@H](CO)O2)nn1	-0.1
COCC#Cc1ccc([C@@H]2[C@@H](CO)N3CCCCN(C(=O)NC4CCCC4)C[C@@H]23)cc1	0.0
CC(C)[Si](C#CCCCC#N)(O[C@H](c1ccccc1)c1cn(Cc2cccc(Cl)c2)nn1)C(C)C	-0.2
COc1ccc(-c2cnc3c(c2)C(=O)N([C@@H](C)CO)C[C@@H](C)[C@@H](CN(C)C(=O)Cc2ccccn2)O3)cc1	-0.2
CO[C@H]1CN(C)C(=O)c2cc(NC(=O)c3ccc(F)cc3)ccc2OC[C@H](C)N(C)C[C@@H]1C	-1.7
C[C@@H]1CCCCO[C@H](CN(C)C(=O)C2CCCCC2)[C@@H](C)CN([C@H](C)CO)C(=O)c2cc(NC(=O)Nc3ccc4c(c3)OCO4)ccc2O1	-0.7
COCC#Cc1cnc2c(c1)C(=O)N([C@H](C)CO)C[C@@H](C)[C@H](CN(C)C(=O)Cc1ccccc1)O2	0.1
Cc1ccc(S(=O)(=O)N2CC[C@@H]3[C@@H](CO)N(C)c4ccc(-c5ccccc5F)cc4[C@@H]32)cc1	0.8
COc1ccc(CN(C)C[C@@H]2Oc3ccc(NC(=O)c4ccncc4)cc3CC(=O)N([C@@H](C)CO)C[C@@H]2C)cc1	-0.2
C[C@H](CO)N1C[C@H](C)[C@@H](CN(C)S(=O)(=O)c2ccccc2)OCc2ccccc2-c2ccccc2C1=O	0.9
CNC[C@H]1OCCCC[C@@H](C)Oc2ccc(NC(=O)Cc3ccccc3)cc2C(=O)N([C@H](C)CO)C[C@H]1C	0.6
C[C@H](CO)N1C[C@H](C)[C@H](CN(C)Cc2ccc(-c3ccccc3)cc2)Oc2ccc(NC(=O)Nc3ccccc3)cc2C1=O	0.1
CN1C(=O)c2cc(NC(=O)c3cnccn3)ccc2OC[C@H]2O[C@H](CC(=O)NCC3CCCCC3)CC[C@@H]21	0.2
C[C@@H]1CN([C@H](C)CO)C(=O)c2cc(NC(=O)CCCN(C)C)ccc2O[C@@H]1CN(C)C(=O)NC1CCCCC1	0.8
C[C@H](CO)N1C[C@H](C)[C@H](CN(C)C(=O)Cc2ccccc2)OCCCC[C@H](C)Oc2ccc(NS(=O)(=O)c3ccc(Cl)cc3)cc2C1=O	-2.0
CC(C)NC(=O)Nc1ccc2c(c1)C(=O)N([C@H](C)CO)C[C@H](C)[C@H](CN(C)C(=O)NC(C)C)OCCCC[C@H](C)O2	-0.2
C[C@H](NC(=O)C[C@H]1C=C[C@@H](NC(=O)C2CCOCC2)[C@@H](CO)O1)c1ccccc1	1.7
COc1ccc(C#Cc2cnc3c(c2)C(=O)N([C@H](C)CO)C[C@H](C)[C@H](CN(C)C(=O)NC(C)C)O3)cc1OC	0.5
CC(C)NC(=O)NCC[C@H]1CC[C@H](NC(=O)c2ccc(F)cc2)[C@@H](CO)O1	0.0
CO[C@@H]1CC[C@H]2CCOc3c(C#N)cccc3C(=O)N(C)C[C@@H](c3ccccc3)CC(=O)N(C)C[C@H]1O2	-0.6
C[C@@H]1CN([C@@H](C)CO)C(=O)c2cccc(NC(=O)Nc3ccc(F)cc3)c2O[C@@H]1CN(C)Cc1ccccc1	-0.1
C[C@@H]1CN([C@@H](C)CO)C(=O)CCCn2nncc2CO[C@H]1CN(C)Cc1ccccc1C(=O)O	-7.9
Cc1noc(C)c1S(=O)(=O)Nc1ccc2c(c1)C(=O)N([C@@H](C)CO)C[C@H](C)[C@H](CN(C)S(=O)(=O)c1c(C)noc1C)OCCCC[C@@H](C)O2	-13
C[C@H](CO)N1C[C@H](C)[C@@H](CN(C)C(=O)c2cnccn2)Oc2ncc(-c3cccc(F)c3)cc2C1=O	0.0
C[C@H](CO)N1C[C@H](C)[C@@H](CN(C)S(=O)(=O)c2cccc(F)c2)Oc2ncc(-c3cccc(C(=O)N(C)C)c3)cc2C1=O	-0.9
C[C@H]1CN([C@@H](C)CO)C(=O)c2cc(NS(=O)(=O)c3ccc(F)cc3)ccc2O[C@@H]1CN(C)Cc1ccc(C(=O)Nc2ccccc2N)cc1	-0.4
C[C@@H]1CN([C@H](C)CO)C(=O)c2cccc(NS(=O)(=O)c3ccc(F)cc3)c2O[C@@H]1CN(C)S(=O)(=O)c1ccc(Cl)cc1	-0.6
COc1ccccc1CNC(=O)C[C@@H]1CC[C@@H]2[C@H](COC[C@@H](O)CN2C(=O)Nc2ccc(Cl)cc2)O1	0.7
C[C@H](CO)N1C[C@H](C)[C@@H](CN(C)C(=O)Nc2cccc3ccccc23)Oc2ccc(NC(=O)Cc3ccccc3)cc2CC1=O	0.5
C[C@H]1CCCCO[C@@H](CN(C)Cc2ccncc2)[C@@H](C)CN([C@@H](C)CO)C(=O)c2cc(NS(=O)(=O)c3cn(C)cn3)ccc2O1	0.7
O=C(C[C@H]1C[C@@H]2c3cc(NC(=O)CC4CC4)ccc3O[C@@H]2[C@@H](CO)O1)NCC1CC1	-0.8
COc1ccc(C#Cc2ccc([C@H]3[C@H](CO)N4CCCCN(C(=O)Nc5cccc(F)c5)C[C@@H]34)cc2)cc1	-1.7
O=S(=O)(c1ccccc1F)N1[C@@H]2CNC[C@H]1C2c1ccc(-c2ccncc2)cc1 (stereo partly specified)	-0.1&0.3
COc1ccc2c3c([nH]c2c1)[C@@H](CO)N(C(=O)C1CC1)CC31CN(Cc2nccs2)C1	0.8
C/C=C/c1cnc2c(c1)C(=O)N([C@@H](C)CO)C[C@H](C)[C@@H](CN(C)C(=O)Nc1cccc(OC)c1)O2	0.1
C[C@H](CO)N1C[C@H](C)[C@H](CN(C)Cc2ccc(Cl)c(Cl)c2)Oc2ccc(NS(=O)(=O)c3ccc(F)cc3)cc2C1=O	0.2
C[C@@H]1CN([C@H](C)CO)C(=O)c2cc(-c3ccncc3)cnc2O[C@@H]1CN(C)C(=O)c1ccncc1	0.8
COc1ccc(S(=O)(=O)N(C)C[C@@H]2OCCCC[C@H](C)Oc3ccc(NC(=O)c4ccncc4)cc3C(=O)N([C@@H](C)CO)C[C@H]2C)cc1	0.6
C[C@@H]1CCCCO[C@@H](CN(C)Cc2ccccc2)[C@@H](C)CN([C@@H](C)CO)C(=O)c2cc(N(C)C)ccc2O1	-6.4
C[C@@H]1CN([C@@H](C)CO)C(=O)c2cccc(NC(=O)NC3CCCCC3)c2O[C@H]1CN(C)Cc1ccc(C(=O)O)cc1	0.9
C[C@@H]1CCCCO[C@H](CN(C)S(=O)(=O)c2ccc(Cl)cc2)[C@H](C)CN([C@@H](C)CO)C(=O)c2cc(NS(=O)(=O)c3cn(C)cn3)ccc2O1	0.7
CC(=O)Nc1ccc2c(c1)C(=O)N(C)[C@H]1CC[C@H](CC(=O)NCc3ccccc3Cl)O[C@H]1CO2	-0.3
C[C@@H](O)C#Cc1ccc([C@H]2[C@@H](CO)N3CCCCN(CC4CCOCC4)C[C@H]23)cc1	-0.1
COc1ccc(CN(C)C[C@H]2OCCCC[C@@H](C)Oc3ccc(NC(=O)Nc4ccc5c(c4)OCO5)cc3C(=O)N([C@H](C)CO)C[C@@H]2C)cc1	-0.1
CN1c2ccc(-c3cccc(F)c3)cc2[C@H]2[C@H](CCN2C(=O)Cc2ccccc2)[C@H]1CO	1.0
O=C(Cc1ccccn1)N[C@H]1CC[C@@H](CCNC(=O)c2cc(Cl)cc(Cl)c2)O[C@H]1CO	-1.4
COCC(=O)N1[C@@H](CO)[C@@H](c2ccccc2)C12CN(C(=O)c1ccc(F)cc1)C2	0.6
COC(=O)C[C@@H]1CC[C@H]2[C@H](COc3ccc(NC(=O)Nc4c(C)noc4C)cc3C(=O)N2C)O1	0.2
Cc1ccc(S(=O)(=O)N(C)C[C@H]2Oc3ccc(NC(=O)Nc4c(C)noc4C)cc3CC(=O)N([C@@H](C)CO)C[C@H]2C)cc1	3.0
Cc1noc(C)c1S(=O)(=O)N(C)C[C@@H]1Oc2ccc(NS(=O)(=O)c3ccccc3)cc2C(=O)N([C@H](C)CO)C[C@@H]1C	-0.1
C[C@@H]1CN([C@@H](C)CO)C(=O)Cc2cc(NC(=O)CCC(F)(F)F)ccc2O[C@H]1CN(C)C(=O)Nc1ccc2c(c1)OCO2	-0.2
CCCNC(=O)Nc1ccc2c(c1)OC[C@H](C)N(CCC)C[C@H](C)[C@H](OC)CN(C)C2=O	0.0
CC(C)NC(=O)N[C@H]1CC[C@@H](CCNC(=O)C2CCOCC2)O[C@H]1CO	0.8
Cc1cccc(S(=O)(=O)N2C[C@@H]3N[C@H](C2)C3c2ccc(-c3ccccc3F)cc2)c1 (stereo partly specified)	0.7&-0.8
O=C(C1CCOCC1)N1CC(=O)N2[C@H](CO)[C@@H](c3ccc(C#CCc4ccccc4)cc3)[C@@H]2C1	0.1
COCC(=O)N1[C@@H](CO)[C@@H](c2ccccc2)C12CN(C(=O)c1cccnc1)C2	-0.5
C[C@H]1CN([C@@H](C)CO)C(=O)Cc2cc(NS(=O)(=O)c3ccccc3)ccc2O[C@@H]1CN(C)Cc1ccc(-c2ccccc2)cc1	-0.6
CS(=O)(=O)N1[C@H](C#N)[C@H](c2ccc(C#CC3CCCC3)cc2)[C@@H]1CO	1.0

(listing goes on)
canonical_smiles	TcdB GH inh
N#C[C@@H]1[C@H](c2ccc(-c3ccc(F)cc3)cc2)[C@H](CO)N1C(=O)Cc1ccccc1	-0.9
Cc1cccc(S(=O)(=O)N(C)C[C@H]2OCc3ccccc3-c3ccccc3C(=O)N([C@H](C)CO)C[C@H]2C)c1	-0.2
COCC(=O)Nc1ccc2c(c1)C(=O)N(C)C[C@H](OC)[C@@H](C)CN(CC1CC1)[C@@H](C)CO2	0.6
CN(C)C(=O)C[C@H]1CC[C@H]2[C@@H](COC[C@@H](O)CN2CC2CCCCC2)O1	-3.4
C[C@@H]1CN([C@H](C)CO)C(=O)c2cc(NS(C)(=O)=O)ccc2O[C@@H](C)CCCCO[C@H]1CN(C)Cc1ccc2c(c1)OCO2	1.1
CN1CCN(C(=O)C[C@H]2CC[C@H]3[C@@H](COC[C@H](O)CN3C(=O)c3ccc(F)cc3)O2)CC1	0.5
Cc1noc(C)c1S(=O)(=O)Nc1ccc2c(c1)CC(=O)N([C@H](C)CO)C[C@@H](C)[C@@H](CN(C)Cc1ccc(-c3ccccc3)cc1)O2	-0.4
CCNC(=O)C[C@H]1C=C[C@@H](NC(=O)NC2CCCCC2)[C@@H](CO)O1	-1.3
O=C(C1CC1)N1CC2(C1)[C@@H](c1ccccc1)[C@@H](CO)N2CC1CCCC1	0.2
C[C@@H]1CN([C@@H](C)CO)C(=O)c2cc(NC(=O)CCN3CCOCC3)ccc2O[C@@H]1CN(C)Cc1ccc(Oc2ccccc2)cc1	0.9
CN1C[C@H]2[C@@H](c3ccccc31)[C@H](CO)N2C(=O)c1ccccn1	0.9
COc1cccc(S(=O)(=O)N[C@H]2CC[C@H](CCNC(=O)Cc3ccncc3)O[C@H]2CO)c1	0.8
COc1ccc(S(=O)(=O)N(C)C[C@H]2Oc3ccc(NC(=O)NC(C)C)cc3CC(=O)N([C@@H](C)CO)C[C@@H]2C)cc1	-12
COc1ccccc1-c1ccc2c(c1)O[C@@H](CN(C)C)[C@@H](C)CN([C@@H](C)CO)S2(=O)=O	0.8
CC(C)NC(=O)N1CCCCN2[C@H](CO)[C@H](c3ccc(C#Cc4ccccc4F)cc3)[C@H]2C1	0.7
COc1ccccc1NC(=O)N[C@@H]1CC[C@H](CCNS(=O)(=O)c2ccc(C)cc2)O[C@@H]1CO	0.1

High-throughput results deposited in PubChem by Broad Institute.
